HDAC3 inh – blocks human histone deacetylase 3 | inhibition, % at 8.3 µM | 320,000 tested, 0.15% active | recombinant HDAC3, fluorogenic peptide/trypsin coupled, fluorescence | O15379; in the data active = inhibition above about 26%, passing the limit was not always enough
Dyrk1A ADPGlo – blocks rat Dyrk1A kinase activity; Q63470; ADP-Glo luminescence, NFATc1 peptide; inhibition, % at 12.5 µM; 310,000 tested, 0.43% active; in the data active = inhibition above about 50%;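 note: plate controls were vehicle with enzyme for no effect and no enzyme for full effect; many of its hits are not listed in these tables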
GSK3A inh – human GSK-3 alpha kinase inhibition | AID 2650 | P49840 | 320,000 tested, 0.1% active | ADP-Glo luminescence, 60 min | inhibition, % at 10 µM;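 in the data active = inhibition above about 50%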;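 note: GST-tagged GSK-3 alpha with peptide substrate and 25 µM ATP; 0% = DMSO neutral wells and 100% = GW8510 positive control wells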
Target sequence (P49840 whole entry, looked up): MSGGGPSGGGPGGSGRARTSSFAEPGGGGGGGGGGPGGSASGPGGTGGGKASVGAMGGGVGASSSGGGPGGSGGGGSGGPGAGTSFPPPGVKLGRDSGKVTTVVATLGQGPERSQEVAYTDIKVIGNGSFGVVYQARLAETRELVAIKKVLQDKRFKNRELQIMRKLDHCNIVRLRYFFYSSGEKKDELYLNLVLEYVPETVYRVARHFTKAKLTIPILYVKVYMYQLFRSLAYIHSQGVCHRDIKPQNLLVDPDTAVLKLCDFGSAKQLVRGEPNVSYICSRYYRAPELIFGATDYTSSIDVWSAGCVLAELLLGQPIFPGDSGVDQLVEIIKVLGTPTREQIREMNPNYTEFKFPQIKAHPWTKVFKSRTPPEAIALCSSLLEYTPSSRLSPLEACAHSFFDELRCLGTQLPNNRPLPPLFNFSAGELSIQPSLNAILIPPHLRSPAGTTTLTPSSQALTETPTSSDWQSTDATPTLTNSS
KCNK3 block – human KCNK3 channel inhibition, primary screen; CHO-KCNK3 thallium flux, FluxOR fluorescence; stronger effect = lower value; AID 602410; B-score at 10 µM; 340,000 tested, 0.84% active;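 active = B-score under library mean minus 4 SD, starting fluorescence ratio at most library mean plus 5 SD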;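 note: more negative B-score means stronger inhibition of thallium flux through KCNK3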
Target sequence (O14649 whole entry, looked up): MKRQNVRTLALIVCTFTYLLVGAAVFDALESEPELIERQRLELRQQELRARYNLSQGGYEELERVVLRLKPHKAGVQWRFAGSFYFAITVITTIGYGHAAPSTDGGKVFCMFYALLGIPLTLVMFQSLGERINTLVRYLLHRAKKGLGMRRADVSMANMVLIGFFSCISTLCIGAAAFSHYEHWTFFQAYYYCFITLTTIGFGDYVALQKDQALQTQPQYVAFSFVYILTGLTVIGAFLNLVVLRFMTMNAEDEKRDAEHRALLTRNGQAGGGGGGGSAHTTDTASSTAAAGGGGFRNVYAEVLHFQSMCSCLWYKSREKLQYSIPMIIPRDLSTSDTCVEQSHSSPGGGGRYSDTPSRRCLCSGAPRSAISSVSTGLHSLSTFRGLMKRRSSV
* = called active by the depositor. The list is partial; the hit share may differ from the screen's.

CN(C(=S)NC(=O)C1CC1)c1ccc(O)cc1 was read as HDAC3 inh 3, Dyrk1A ADPGlo 1, GSK3A inh -4 and KCNK3 block inactive.
`O=C1N(c2ccccc2C(F)(F)F)OC1(Cc1ccccc1)c1ccccc1` (configuration not stated) gave HDAC3 inh 6, Dyrk1A ADPGlo 2, GSK3A inh -1 and KCNK3 block inactive.
CC1CCN(S(=O)(=O)c2ccc(NC(=O)[C@@H]3CCCN3C(=O)c3cccs3)cc2)CC1 was read as HDAC3 inh 7, Dyrk1A ADPGlo 0, GSK3A inh 0 and KCNK3 block inactive.
`C=CC[C@H](CC(=O)N(CCO)Cc1ccccc1)C(=O)N[C@@H](COC(=O)[C@@H](CC=C)Cc1ccc(F)cc1)Cc1c[nH]c2ccccc12` gave HDAC3 inh 39*, Dyrk1A ADPGlo 1, GSK3A inh 0 and KCNK3 block inactive.
COc1ccccc1N1CCN(Cc2ccc(Br)o2)CC1 was read as HDAC3 inh -2, Dyrk1A ADPGlo 0, GSK3A inh -1 and KCNK3 block inactive.
Screening COc1ccc(OC)c(C(C)NS(=O)(=O)c2cccs2)c1 (configuration not stated) returned HDAC3 inh -2, Dyrk1A ADPGlo 1, GSK3A inh -3 and KCNK3 block inactive.
Screening O=C(NCc1ccccn1)c1cc(S(=O)(=O)N2CCCCC2)ccc1Cl returned HDAC3 inh 7, Dyrk1A ADPGlo -4, GSK3A inh -1 and KCNK3 block inactive.
Screening CC(C)(C)CNC(=O)[C@]1(C)CCC[C@@]2(C)C3CC[C@@]4(C)C[C@]3(CCC21)CC4=O (some centres not stated) returned HDAC3 inh -2, Dyrk1A ADPGlo -10, GSK3A inh -1 and KCNK3 block inactive.
Screening N#CC1(NC(=O)COc2cc(F)ccc2[N+](=O)[O-])CCCCC1 returned HDAC3 inh -8, Dyrk1A ADPGlo 9, GSK3A inh -2 and KCNK3 block inactive.
For COc1ccccc1C(=O)OCc1c(-c2ccccc2)ncc2ccccc12 the results were HDAC3 inh 0, Dyrk1A ADPGlo 12, GSK3A inh 2 and KCNK3 block inactive.
For O=C(OCc1c(-c2ccccc2)ncc2ccccc12)c1ccco1 the results were HDAC3 inh -5, Dyrk1A ADPGlo 6, GSK3A inh 0 and KCNK3 block inactive.
COc1ccccc1NC(=O)C(C)OC(=O)CSCC(=O)Nc1cc(C)on1 (configuration not stated) was read as HDAC3 inh -2, Dyrk1A ADPGlo 1, GSK3A inh -3 and KCNK3 block inactive.
COc1ccc(C2c3c(c(C)c(C)oc3=O)Oc3c(C)c(C)oc(=O)c32)cc1 was read as HDAC3 inh -2, Dyrk1A ADPGlo 31, GSK3A inh -1 and KCNK3 block inactive.
For CCOC(=O)CCC(=O)Nc1cc(S(=O)(=O)N2CCOCC2)ccc1N1CCCCC1 the results were HDAC3 inh -2, Dyrk1A ADPGlo 0, GSK3A inh 0 and KCNK3 block inactive.
Screening COc1ccc(C(=O)Nc2nnc(C)s2)cc1S(=O)(=O)N1CCOCC1 returned HDAC3 inh 2, Dyrk1A ADPGlo 1, GSK3A inh -3 and KCNK3 block inactive.
`NC(=O)C1CCN(C(=O)c2cc(Cl)c3c(c2)OCCO3)CC1` gave HDAC3 inh 1, Dyrk1A ADPGlo -2, GSK3A inh -10 and KCNK3 block inactive.
Screening Cc1cc(C(=O)NNC(=O)CN2C(=O)NC3(CCCCC3)C2=O)c(C)o1 returned HDAC3 inh -2, Dyrk1A ADPGlo -5, GSK3A inh 0 and KCNK3 block inactive.
COc1cccc(-c2sc3ccc(OC)cc3c2C#CCCO)c1 was read as HDAC3 inh -6, Dyrk1A ADPGlo 13, GSK3A inh 1 and KCNK3 block inactive.
`CCOC(=O)C1=C(COC(=O)/C=C/c2ccc([N+](=O)[O-])cc2)NC(=O)NC1C` (configuration not stated) gave HDAC3 inh 3, Dyrk1A ADPGlo 0, GSK3A inh -2 and KCNK3 block inactive.
CC(C)(C)NC(=O)NC(=O)CSc1ccc(S(=O)(=O)N2CCOCC2)cn1 was read as HDAC3 inh -2, Dyrk1A ADPGlo 0, GSK3A inh 20 and KCNK3 block inactive.

Some of these compounds in order of formula weight, low to high:
Screening N#CC1(NC(=O)COc2cc(F)ccc2[N+](=O)[O-])CCCCC1 returned HDAC3 inh -8, Dyrk1A ADPGlo 9, GSK3A inh -2 and KCNK3 block inactive.
Screening COc1ccc(OC)c(C(C)NS(=O)(=O)c2cccs2)c1 (configuration not stated) returned HDAC3 inh -2, Dyrk1A ADPGlo 1, GSK3A inh -3 and KCNK3 block inactive.
COc1ccccc1N1CCN(Cc2ccc(Br)o2)CC1 was read as HDAC3 inh -2, Dyrk1A ADPGlo 0, GSK3A inh -1 and KCNK3 block inactive.
Screening Cc1cc(C(=O)NNC(=O)CN2C(=O)NC3(CCCCC3)C2=O)c(C)o1 returned HDAC3 inh -2, Dyrk1A ADPGlo -5, GSK3A inh 0 and KCNK3 block inactive.
`O=C1N(c2ccccc2C(F)(F)F)OC1(Cc1ccccc1)c1ccccc1` (configuration not stated) gave HDAC3 inh 6, Dyrk1A ADPGlo 2, GSK3A inh -1 and KCNK3 block inactive.
`CCOC(=O)C1=C(COC(=O)/C=C/c2ccc([N+](=O)[O-])cc2)NC(=O)NC1C` (configuration not stated) gave HDAC3 inh 3, Dyrk1A ADPGlo 0, GSK3A inh -2 and KCNK3 block inactive.
CC1CCN(S(=O)(=O)c2ccc(NC(=O)[C@@H]3CCCN3C(=O)c3cccs3)cc2)CC1 was read as HDAC3 inh 7, Dyrk1A ADPGlo 0, GSK3A inh 0 and KCNK3 block inactive.
`C=CC[C@H](CC(=O)N(CCO)Cc1ccccc1)C(=O)N[C@@H](COC(=O)[C@@H](CC=C)Cc1ccc(F)cc1)Cc1c[nH]c2ccccc12` gave HDAC3 inh 39*, Dyrk1A ADPGlo 1, GSK3A inh 0 and KCNK3 block inactive.

(more compounds)
CN(CC(=O)Nc1ccccc1C(F)(F)F)C(=O)c1ccc2c(=O)n3c(nc2c1)CCC3 was read as HDAC3 inh -7, Dyrk1A ADPGlo 9, GSK3A inh 10 and KCNK3 block inactive.
`O=S(=O)(c1cccc(-c2n[nH]c(=S)n2-c2ccc(OC(F)(F)F)cc2)c1)N1CCOCC1` gave HDAC3 inh 4, Dyrk1A ADPGlo 0, GSK3A inh 8 and KCNK3 block inactive.
`COC(=O)c1c(-c2ccc(OC)cc2)sc2ccc(N3CCOCC3)cc12` gave HDAC3 inh 14, Dyrk1A ADPGlo -12, GSK3A inh -1 and KCNK3 block inactive.
Screening Cn1nnnc1Sc1ncnc2scc(-c3ccc(C(F)(F)F)cc3)c12 returned HDAC3 inh -4, Dyrk1A ADPGlo 9, GSK3A inh 2 and KCNK3 block inactive.
`C[C@H](CO)N1C[C@H](C)[C@@H](CN(C)Cc2ccc(C(=O)O)cc2)Oc2c(NC(=O)Cc3ccccc3)cccc2C1=O` gave HDAC3 inh -4, Dyrk1A ADPGlo 3, GSK3A inh -7 and KCNK3 block inactive.
`CC(/C=C/c1ccccc1)=N/NC(=O)c1cc([N+](=O)[O-])cc([N+](=O)[O-])c1` gave HDAC3 inh 1, Dyrk1A ADPGlo -1, GSK3A inh -1 and KCNK3 block inactive.
Screening CCOc1ccccc1-n1nnnc1SCC(=O)NCC1(N2CCOCC2)CCCCC1 returned HDAC3 inh -1, Dyrk1A ADPGlo 4, GSK3A inh 2 and KCNK3 block inactive.
`C=CC[C@H](CC(=O)N(CCO)Cc1ccccc1)C(=O)N[C@H](COC(=O)[C@H](CC=C)CC(=O)OC(C)(C)C)Cc1ccccc1` gave HDAC3 inh 13, Dyrk1A ADPGlo 0, GSK3A inh 0 and KCNK3 block inactive.
`COc1ccc(Cl)cc1NC(=O)C1CCN(C(=O)Nc2ccccc2)CC1` gave HDAC3 inh -2, Dyrk1A ADPGlo -6, GSK3A inh 2 and KCNK3 block inactive.
Screening COc1cc(NC(=O)c2ccccc2)c(OC)cc1NC(=O)CN1C(=O)NC2(CCCCC2)C1=O returned HDAC3 inh 3, Dyrk1A ADPGlo -9, GSK3A inh 1 and KCNK3 block inactive.
`COc1ccc(-c2c(C#Cc3ccsc3)c3cc(-c4ccc(CN5CCOCC5)cc4)ccc3n2C)cc1` gave HDAC3 inh 0, Dyrk1A ADPGlo -7, GSK3A inh 3 and KCNK3 block inactive.
Screening COc1ccc(S(N)(=O)=O)cc1C(=O)OCC(=O)N1CCCC(C)C1 (configuration not stated) returned HDAC3 inh -6, Dyrk1A ADPGlo 4, GSK3A inh -1 and KCNK3 block inactive.
`COc1ccc(CN(C)C(=O)c2ccc(OCC(=O)N3CCOCC3)c(OC)c2)cc1` gave HDAC3 inh 2, Dyrk1A ADPGlo -8, GSK3A inh -3 and KCNK3 block inactive.
c1nc(NCc2ccc3c(c2)OCO3)c2cc(-c3ccoc3)ccc2n1 was read as HDAC3 inh -4, Dyrk1A ADPGlo -3, GSK3A inh -3 and KCNK3 block inactive.
Screening CC(OC(=O)c1cccc(N(C)C)c1)C(=O)N1CCc2ccccc2C1 (configuration not stated) returned HDAC3 inh -5, Dyrk1A ADPGlo -3, GSK3A inh -2 and KCNK3 block inactive.
Screening O=C(COC(=O)c1ccccc1O)NC(=O)c1ccc(OC(F)F)cc1 returned HDAC3 inh -5, Dyrk1A ADPGlo -2, GSK3A inh 5 and KCNK3 block inactive.
Screening Cc1ccc(NC(=S)NC(=O)C2CCCC2)c(Br)c1 returned HDAC3 inh 2, Dyrk1A ADPGlo 2, GSK3A inh 3 and KCNK3 block inactive.
For COc1ccc(NC(=O)CC2SC(N3CCCC3)=NC2=O)cc1Cl (configuration not stated) the results were HDAC3 inh 1, Dyrk1A ADPGlo -4, GSK3A inh -6 and KCNK3 block inactive.
`CCCCN(C(=O)CSc1nc2ccccc2n1CC)C1CCS(=O)(=O)C1` (configuration not stated) gave HDAC3 inh -2, Dyrk1A ADPGlo -5, GSK3A inh -2 and KCNK3 block inactive.
Screening COc1ccc(CCNC(=O)COC(=O)CNS(=O)(=O)c2ccc(SC)c([N+](=O)[O-])c2)cc1 returned HDAC3 inh 2, Dyrk1A ADPGlo -2, GSK3A inh 1 and KCNK3 block inactive.
Screening C#CCOCCOCCOCCNc1nc(N2CCN(C(=O)[C@H](CO)n3cc([C@@H](N)C(C)C)nn3)CC2)nc(N2CCN(C(=O)[C@H](CCCCN)n3cc([C@@H](N)[C@H](C)CC)nn3)CC2)n1 returned HDAC3 inh 1, Dyrk1A ADPGlo 1, GSK3A inh 6 and KCNK3 block inactive.
CCOc1cc(-c2sc(Nc3cc(C)ccc3OC)n[n+]2-c2ccccc2)ccc1OC was read as HDAC3 inh 3, Dyrk1A ADPGlo 8, GSK3A inh 3 and KCNK3 block inactive.
For CC(=O)N1CCN(C(=O)CN2C(=O)NC(C)(c3ccc4ccccc4c3)C2=O)CC1 (configuration not stated) the results were HDAC3 inh 0, Dyrk1A ADPGlo 2, GSK3A inh 1 and KCNK3 block inactive.
CCN1CCN(c2ccc(NC(=O)COc3ccc(Cl)cc3C)cc2)CC1 was read as HDAC3 inh -1, Dyrk1A ADPGlo 4, GSK3A inh -5 and KCNK3 block inactive.
`O=C(CNc1ccc(F)cc1Cl)Nc1cccc(S(=O)(=O)N2CCCCC2)c1` gave HDAC3 inh 4, Dyrk1A ADPGlo 4, GSK3A inh 1 and KCNK3 block inactive.
CCC(CC)CN1CCN=C1Nc1ccccc1 was read as HDAC3 inh 2, Dyrk1A ADPGlo 3, GSK3A inh 0 and KCNK3 block inactive.
`O=C(Nc1cccc(S(=O)(=O)N2CCCCC2)c1)c1cc2ccccc2o1` gave HDAC3 inh 10, Dyrk1A ADPGlo 1, GSK3A inh 0 and KCNK3 block -11*.
CC(C)(C)OC(=O)NCCCCCNC(=O)c1[nH]cnc1C(=O)Nc1ccccc1 was read as HDAC3 inh -6, Dyrk1A ADPGlo 1, GSK3A inh 7 and KCNK3 block inactive.
For O=S(=O)(NCC(c1ccco1)N1CCCCC1)c1cccc(C(F)(F)F)c1 (configuration not stated) the results were HDAC3 inh 6, Dyrk1A ADPGlo 4, GSK3A inh -5 and KCNK3 block inactive.
Screening COc1cccc([C@@H]2CC=C(C(=O)O)[C@H](c3ccccc3F)N2S(=O)(=O)c2ccc(C)cc2)c1 returned HDAC3 inh -4, Dyrk1A ADPGlo -8, GSK3A inh -2 and KCNK3 block inactive.
For COc1ccc(-c2sc3cc4c(cc3c2C#Cc2cncn2C)OCO4)cc1 the results were HDAC3 inh -5, Dyrk1A ADPGlo -2, GSK3A inh -1 and KCNK3 block inactive.
`CC1CCCC(NC(=O)CSC2=Nc3ccccc3C3CC=NN23)C1C` (configuration not stated) gave HDAC3 inh 0, Dyrk1A ADPGlo -1, GSK3A inh -6 and KCNK3 block inactive.
Screening O=C(COC(=O)c1ccc(F)cc1)Nc1ccc2c(c1)OCO2 returned HDAC3 inh 0, Dyrk1A ADPGlo -1, GSK3A inh -1 and KCNK3 block inactive.
For Cc1ccc(C)c(NC(=O)CN(C)C(=O)c2cccc(Oc3ccccc3)c2)c1 the results were HDAC3 inh -1, Dyrk1A ADPGlo -7, GSK3A inh -1 and KCNK3 block inactive.
Screening COc1cccc(-c2ncc3ccccc3c2COC(=O)c2ccc(F)cc2)c1 returned HDAC3 inh -3, Dyrk1A ADPGlo 8, GSK3A inh 0 and KCNK3 block inactive.
O=C(COC(=O)c1cc(S(=O)(=O)N2CCOCC2)ccc1Cl)NC1CC1 was read as HDAC3 inh -3, Dyrk1A ADPGlo 6, GSK3A inh 6 and KCNK3 block inactive.
`O=C(c1ccc(CNS(=O)(=O)c2ccccc2)cc1)N1CCN(c2ccccn2)CC1` gave HDAC3 inh -6, Dyrk1A ADPGlo -5, GSK3A inh -2 and KCNK3 block inactive.
